influenza NS1A – H1N1 influenza NS1A inhibitors, functional cell based assay (AID 504329) | NS1A functional cell-based assay, percent inhibition; higher % means a stronger effect | one-dose inhibition, % at 12.5 µM; IC50 in µM for titrated hits | actives 0.3% (n = 340,000); in the data active means a potency from the dose series; inconclusive means inhibition above about 27% without an active follow-up result; further: strong numbers were not always called active
PhoP GFP inhibition – PhoP regulon inhibitors, Salmonella typhi PhoP promoter GFP reporter, confirmatory (AID 1850) | Salmonella Typhi PhoP-promoter GFP reporter, fluorescence, 4 h; higher % means a stronger effect | inhibition, % at 50 µM; hits with a dose series show IC50 in µM | actives 0.33% (n = 310,000); in the data active means a potency from the dose series; inconclusive means inhibition mostly from about 25% at the one dose, without a potency; inactive means the rest, 99 in 100 with inhibition below about 19%;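 further: 0% = induced wells with vehicle and 100% = uninduced wells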
tuberculosis growth – growth inhibition of non-replicating M. tuberculosis (AID 488890); inhibition, % at 25 µM; hits with a dose series show IC50 in µM; actives 0.39% (n = 320,000); Mycobacterium tuberculosis non-replicating, growth inhibition; higher % means a stronger effect; in the data active means a potency from the dose series; inconclusive means inhibition mostly from about 82% at the one dose, without a potency; inactive means the rest, 99 in 100 with inhibition below about 76%;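 further: plate controls were DMSO cells for no effect and high antibiotic wells for full effect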
inhibitors of VEEV – inhibitors of VEEV TC-83 cytopathic effect, confirmation, Vero cells (AID 588727); Vero cells, VEEV TC-83 cytopathic effect inhibition; higher % means a stronger effect; actives 0.13% (n = 350,000); inhibition, % at 20 µM; hits with a dose series show IC50 in µM; in the data active means a potency from the dose series; inconclusive means inhibition mostly from about 14% at the one dose, without a potency; inactive means the rest, 99 in 100 with inhibition below about 12%; further: strong numbers were not always called active
H37Rv inhibition – M. tuberculosis growth inhibition, HTS (AID 449762); M. tuberculosis H37Rv growth inhibition, 7H9 media; higher % means a stronger effect; inhibition, % at 25 µM, or IC50 in µM where a hit was titrated; actives 0.59% (n = 330,000); in the data active means a potency from the dose series; inconclusive means inhibition above about 70% without an active follow-up result;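 further: bacterial growth assessed after seven days of incubation; strong numbers were not always called active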
inhibitors of VEEV 10K pilot screen – further read-out of inhibitors of VEEV, marked with its call; inhibition, %; measured here: 10K pilot screen inhibition
Active calls of the source: *; i = inactive; ? = inconclusive; · = no result given.

SMILES	influenza NS1A	PhoP GFP inhibition	tuberculosis growth	inhibitors of VEEV	H37Rv inhibition	others
CC1CCN(c2ccc(S(=O)(=O)Nc3cc(C(=O)O)cc(C(=O)O)c3)cc2[N+](=O)[O-])CC1	·	19%	1%	·	-12%
C=CCN(c1ccccc1)S(=O)(=O)c1cccc(C(=O)NC2CCN(Cc3ccccc3)CC2)c1	-2%	2%	26%	5.2%	?
CCOc1cc(C(=O)OCC(=O)c2c(N)n(C)c(=O)n(C)c2=O)cc(OCC)c1OCC	-3%	-4%	2%	3.2%	1%
Cc1ncoc1C(=O)N1CCCC(C(=O)c2cccc(OC(C)C)c2)C1 (stereo not drawn)	1%	14%	9%	0.3%	-8%
Cc1c(Nc2ncccc2C(=O)O)cccc1C(F)(F)F	-1%	-18%	34%	i	9%
Cc1cc(N2CCN(C)CC2)nc2ccc(NC(=O)CCC(=O)NCCC(C)C)cc12	-5%	4%	-11%	1.2%	-10%
Cc1ccc(-c2noc(CCC(N)=O)n2)cc1	-4%	-1%	44%	1.5%	-6%
O=C1NC2=C(CCc3ccccc32)C(c2ccc(Br)cc2)N1 (stereo not drawn)	4%	21%	38%	i	-4%
Cc1ccc(NC(=O)C(C)Oc2ccccc2)cc1S(=O)(=O)N1CCCCCC1 (stereo not drawn)	-5%	·	43%	3.5%	-5%
C/C(=C\c1ccc(F)cc1)C(=O)c1c(C)cc(C)[nH]c1=O	4%	·	·	i	·
C=CCOc1ccc(C2NC(=S)NC(C)=C2C(=O)c2ccccc2)cc1OC (stereo not drawn)	9%	4%	-3%	3.2%	-2%
O=C(CCn1c(=O)oc2ccccc21)Nc1ccc(C(=O)O)cc1	-2%	4%	-5%	0.4%	-3%
Cc1c(Cl)c(C(=O)N2CCCCCC2)nn1C	-5%	-2%	-9%	0.3%	-8%
Cc1ccc2sc(C)[n+](CCO)c2c1	1%	0%	21%	1.6%	-2%
Cc1c(C(=O)N2CCN(C)CC2)oc2ccc(Br)cc12	-2%	9%	-5%	0.2%	-4%
O=C(NCCN1CCN(c2ccccc2F)CC1)C1CC(=O)N(C2CCCC2)C1 (stereo not drawn)	0%	-3%	5%	0.8%	-6%
O=C(NC(=S)Nc1ccc(S(=O)(=O)Nc2nccs2)cc1)c1ccc(F)cc1	-4%	-3%	?	1.8%	-3%
CNC(=O)c1ccc(Nc2nnc(-c3ccc(O)cc3)c3ccccc23)cc1	1%	1%	5%	8.4%	26%
C=CCC[C@H](Cc1ccc(F)cc1)C(=O)OC[C@@H](Cc1c[nH]c2ccccc12)NC(=O)[C@@H](CC=C)CC(=O)NCCO	15%	·	24%	i	-1%
Cc1ccc2c(c1)C1CN(C)CCC1N2S(=O)(=O)c1ccccc1 (stereo not drawn)	-6%	4%	23%	0.1%	-11%
COCCN(Cc1cc2ccc(C)c(C)c2nc1Cl)C(=O)N1CCOCC1	-7%	-16%	9%	3.4%	3%
COCCCNS(=O)(=O)c1ccc(S(=O)(=O)N2CCCC2)cc1	8%	-3%	-17%	0.5%	-7%
CC(=O)NC1=C(N(C)C2CCS(=O)(=O)C2)C(=O)c2ccccc2C1=O (stereo not drawn)	-4%	-12%	8%	i	-8%
COc1ccc(N2CC(C(=O)N3CCN(C)CC3)CC2=O)cc1 (stereo not drawn)	5%	-13%	1%	0.7%	-13%
O=C(NCCCCc1ccccc1)C1CC(c2ccc(C(F)(F)F)cc2)=NO1 (stereo not drawn)	-5%	-38%	33%	i	7%

Three compounds already listed, sorted by count of non-hydrogen atoms, falling:
SMILES	influenza NS1A	PhoP GFP inhibition	tuberculosis growth	inhibitors of VEEV	H37Rv inhibition	others
CC(=O)NC1=C(N(C)C2CCS(=O)(=O)C2)C(=O)c2ccccc2C1=O (stereo not drawn)	-4%	-12%	8%	i	-8%
Cc1ccc2c(c1)C1CN(C)CCC1N2S(=O)(=O)c1ccccc1 (stereo not drawn)	-6%	4%	23%	0.1%	-11%
Cc1c(Cl)c(C(=O)N2CCCCCC2)nn1C	-5%	-2%	-9%	0.3%	-8%

Compounds from the list above that have bromine (2):
SMILES	influenza NS1A	PhoP GFP inhibition	tuberculosis growth	inhibitors of VEEV	H37Rv inhibition	others
O=C1NC2=C(CCc3ccccc32)C(c2ccc(Br)cc2)N1 (stereo not drawn)	4%	21%	38%	i	-4%
Cc1c(C(=O)N2CCN(C)CC2)oc2ccc(Br)cc12	-2%	9%	-5%	0.2%	-4%

(continued)
SMILES	influenza NS1A	PhoP GFP inhibition	tuberculosis growth	inhibitors of VEEV	H37Rv inhibition	others
CN(C=O)c1ccc(CSc2ccccc2)cc1	-3%	·	·	2.1%	·
O=C(NCc1ccc2c(c1)OCO2)c1ccncc1	0%	3%	5%	i	8%
CC(=O)c1cccc(NC(=O)C2CCN(S(=O)(=O)c3ccc(F)cc3)CC2)c1	2%	5%	11%	0.1%	11%
C/C(N)=C(/C#N)C(=O)COC(=O)CCCNC(=O)c1ccc(Cl)cc1	5%	1%	-3%	0.3%	61%
Nc1nc(-c2ccc3c(c2)CCCC3)c(CC(=O)O)s1	-18%	-10%	65%	1.0%	3%
COc1ccc(NC(=O)CN(C)C(=O)CSCc2c(C)noc2C)cc1	-3%	7%	13%	1.5%	-3%
CC(C)(C)OC(=O)N1CCC(CC2CC(c3ccncc3)=NO2)(C(=O)O)CC1 (stereo not drawn)	-1%	1%	1%	i	-7%
Oc1ccc(CNc2ccccc2F)c2cccnc12	13%	6%	·	i	?	inhibitors of VEEV 10K pilot screen=0.0
O=C(c1ccco1)N1CCN(CCCCOc2ccc(F)cc2)CC1	-5%	-5%	59%	0.8%	12%
CC(Sc1nc(N2CCOCC2)nc(N2CCOCC2)n1)C(=O)Nc1ccccc1 (stereo not drawn)	-4%	1%	-6%	3.2%	2%
O=[N+]([O-])c1cccc(/C([O-])=C(/C(=S)Nc2cccc3ccccc23)[n+]2ccccc2)c1	0%	·	·	23%	·
O=C(Nc1ccc(N2CCCCC2)cc1)c1ccc(F)cc1	3%	6%	-7%	0.6%	1%
COc1ccc(-c2cc(C(=O)Nc3cccnc3Cl)no2)cc1OC	-1%	-1%	-6%	2.9%	0%
COc1ccc(C(=O)Nc2ccnn2C2CCN(C(C)CSC)CC2)cc1 (stereo not drawn)	7%	-10%	0%	1.2%	-2%
Cc1nnc(NC(=O)CSc2n[nH]c(-c3ccccc3)n2)s1	-3%	-4%	12%	1.5%	-8%
O=C1NCCCCC1NS(=O)(=O)c1cccc2ccccc12 (stereo not drawn)	-28%	3%	4%	i	-1%
CCOC(=O)c1c(C)[nH]c(C(=O)COC(=O)C2(C)CC2(Cl)Cl)c1C (stereo not drawn)	-3%	15%	15%	1.5%	0%
CCCN(C(=O)Cc1nc(N)n[nH]1)C1(C(=O)Nc2c(C)cccc2C)CCCCC1	19%	-4%	-1%	1.2%	-5%
CCOC(=O)CCSc1nc2c(c(C(F)(F)F)c1C#N)CCC2	-7%	4%	70%	0.1%	46%
O=C(CSc1nc2ccccc2s1)Nc1cc(S(=O)(=O)N2CCOCC2)ccc1Cl	0%	-7%	31%	2.1%	5%
CCN(CC)C(=O)c1cc([N+](=O)[O-])cc2c1-c1ccc([N+](=O)[O-])cc1C2=C(C#N)C#N	1%	4%	?	1.1%	21µM*
NC(=O)c1c(N)sc2c1CCCC2	5%	9%	19%	0.2%	-3%
O=C1C2C3C=CC(CC3)C2C(=O)N1c1ccc2c(c1)OCO2 (stereo not drawn)	-13%	0%	2%	0.6%	4%
Cc1ccc(OCc2cc(C(=O)N3CCN(c4ccccc4)CC3)no2)cc1C	-6%	-9%	-8%	2.0%	-5%
C=CCN(c1ccc(C(=O)Nc2cc(C)cc(C)c2)cc1)S(C)(=O)=O	-3%	-2%	18%	4.0%	0%
SMILES	influenza NS1A	PhoP GFP inhibition	tuberculosis growth	inhibitors of VEEV	H37Rv inhibition	others
Cc1cc(C)c(C)c(S(=O)(=O)NCCN2CCOCC2)c1C	-4%	-3%	31%	0.1%	2%
CCCCn1c(N)c(N(CC)C(=O)c2cccc(S(=O)(=O)N3CCN(C)CC3)c2)c(=O)[nH]c1=O	-3%	4%	-5%	0.1%	-4%
Oc1ccc(-c2c(C3=CCCCC3)sc3ccccc23)cc1	5%	1%	28%	1.5%	49%	inhibitors of VEEV 10K pilot screen=5.0
COc1ccccc1C(CNC(=O)CN(C)S(=O)(=O)c1ccc(C)cc1)N1CCCC1 (stereo not drawn)	-6%	·	54%	1.8%	-8%
Cn1cc(/C=N/NC(=O)c2cccc([N+](=O)[O-])c2)c2ccccc21	-2%	1%	-10%	0.8%	9%
CCCC[N+]12CCC(CC1)C(C(O)(c1ccccc1)c1ccccc1)C2 (stereo not drawn)	2%	1%	41%	i	-3%
COc1ccc(-c2cc(C(F)(F)F)nc(SCCC(=O)Nc3cc(C)on3)n2)cc1	-19%	-21%	2%	i	8%
N#CCCn1ncn(-c2ccccc2)c1=S	-5%	11%	-1%	1.2%	-7%
CCn1cnnc1SCC(=O)NCC1COc2ccccc2O1 (stereo not drawn)	-11%	·	-11%	1.7%	-16%
O=C1CCC(=O)N1CN(C(=O)c1ccco1)c1ccc(Cl)c(Cl)c1	1%	0%	6%	1.6%	1%
CN(Cc1ccc(F)cc1)C(=O)c1cccc(OCc2ccccc2)c1	-1%	-3%	38%	2.5%	3%
Cc1cc(C(=O)NN=C2CCCCC2)c2ccccc2n1	1%	-6%	-8%	0.7%	-1%
Cc1ccc(S(=O)(=O)N2CCC(=O)N(C(COCc3ccccc3)Cc3ccccc3)CC2)cc1 (stereo not drawn)	5%	-2%	33%	6.3%	-4%
CN(c1ccccc1)S(=O)(=O)c1ccc2c(c1)oc(=O)n2C	-2%	12%	-9%	i	2%
COc1ccc(C2NC(=O)c3ccccc3O2)cc1OC (stereo not drawn)	-7%	-3%	2%	3.5%	-8%
O=C(CNC1=NCCC1)c1ccc(Cl)cc1	3%	1%	-20%	0.5%	-6%
O=C(CSc1ccc(-c2ccccn2)nn1)c1ccc(F)cc1	-10%	2%	?	0.8%	?
COc1cc(/C=C(/C#N)C(=O)NCCc2c[nH]c3ccccc23)ccc1OCc1ccccc1F	-2%	-2%	-5%	?	1%
CC(c1ccccc1)N1C(=O)c2cccnc2C1=O (stereo not drawn)	10%	11%	-22%	i	-4%
CCc1noc(C)c1C(=O)Nc1cccc(S(=O)(=O)N(C)c2ccccc2)c1	-6%	4%	2%	6.8%	-2%
CC(C)Oc1ccc(Cn2c(=O)sc3ccccc32)cc1	-8%	-1%	25%	3.2%	3%
O=C1NC2C(=CC(O)C(O)C2O)c2cc3c(cc21)OCO3 (stereo not drawn)	-21%	·	·	?	·
O=C(CSc1ccsc1[N+](=O)[O-])N1CCN(c2ccc(Cl)cc2)CC1	-8%	-12%	3%	0.7%	-4%
COc1ccccc1OCC(O)Cn1nc(C)cc1C (stereo not drawn)	-7%	-10%	23%	3.1%	1%
CC(=O)NC12CC3CC(C1)CC(C(=O)N1CCN(S(=O)(=O)c4ccccc4[N+](=O)[O-])CC1)(C3)C2	-1%	·	7%	2.1%	-3%
SMILES	influenza NS1A	PhoP GFP inhibition	tuberculosis growth	inhibitors of VEEV	H37Rv inhibition	others
Cc1cc(C)cc(N(CCC#N)C(=O)COC(=O)C2CCN(S(=O)(=O)c3ccc(C)c(C)c3)CC2)c1	-6%	6%	22%	2.5%	-2%
COc1ccc(CCn2c(C3CCCCC3)nc3c(c(=O)c4ccccc4n3C)c2=O)cc1OC	2%	-12%	11%	8.3%	-1%
O=C(NNC(=O)C1CC1c1ccccc1)c1cccc([N+](=O)[O-])c1 (stereo not drawn)	8%	-9%	·	i	0%
CCCCOC(=O)CSc1nnc(-c2ccc(Cl)cc2Cl)o1	-18%	5%	?	2.6%	<0.2µM*
Cc1ccc(OCc2nc(C#N)c(N3CCCCC3)o2)cc1	-4%	-1%	15%	1.7%	0%
O=C(NCc1ccc(F)cc1)C1CC(=O)N(CCc2ccccc2)C1 (stereo not drawn)	0%	2%	12%	0.3%	-6%
CCOC(=O)NC(Nc1sc2c(c1C(N)=O)CCCC2)(C(=O)OCC)C(F)(F)F (stereo not drawn)	4%	0%	16%	5.9%	-4%
O=C1c2ccccc2S(=O)(=O)c2cc(C(=O)N(c3ccccn3)c3ccccn3)ccc21	1%	-6%	-7%	0.8%	-16%
Cc1cccc(NC(=O)CNC(=O)c2cc(C3CC3)nn2-c2ccccc2)c1C	0%	·	·	11%	·

Retrieved by structure from the list above, 2 records:
SMILES	influenza NS1A	PhoP GFP inhibition	tuberculosis growth	inhibitors of VEEV	H37Rv inhibition	others
Cc1ccc(OCc2nc(C#N)c(N3CCCCC3)o2)cc1	-4%	-1%	15%	1.7%	0%
Cc1cccc(NC(=O)CNC(=O)c2cc(C3CC3)nn2-c2ccccc2)c1C	0%	·	·	11%	·
